# Source: PubChem
# XIAP displacement – XIAP antagonists, biochemical, IAP family, fluorescence polarization (AID 1018); 200,000 compounds, 0.007% hits; displacement, % at 20 µM, or IC50 in µM where a hit was titrated; XIAP BIR domain, fluorescence polarization peptide displacement; higher % means a stronger effect; in the data active = displacement above about 50%; note: a part of the inactive calls stands beside numbers as strong as those of hits
# SIAH1 antagonists – Siah-1 peptide-binding antagonists, primary screen, biochemical, fluorescence polarization, rhodamine-plectin, uHTS (AID 1817); Siah-1 / rhodamine-plectin peptide fluorescence polarization; higher % means a stronger effect; displacement, % at 20 µM; hits with a dose series show IC50 in µM; 290,000 compounds, 0.02% hits;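 active = displacement of at least 50% at 20 µM, with a fluorescence ratio check between 0.3 and a set limit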;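 note: plate controls were Siah plus tracer with DMSO for no effect and tracer alone without Siah for full effect; strong numbers were not always called active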
# HIV fusion peptide – cell-free HIV fusion peptide-binding blockers – biochemical, uHTS, fluorescence dequenching, primary screen (AID 1986). 290,000 compounds, 0.3% hits. inhibition, % at 20 µM; hits with a dose series show IC50 in µM. cell-free peptide binding, fluorescence dequenching, 30 min; higher % means a stronger effect; in the data active = inhibition mostly above about 52%, no sharp cut-off; inactive = mostly below about 76%; note: some results filed as inactive read as strong as hits
# SV40 large T antigen – TAg ATPase/helicase activity blockers – biochemical (AID 1903); SV40 large T antigen ATPase/helicase inhibition assay; higher % means a stronger effect; one-dose inhibition, % at 20 µM; IC50 in µM for titrated hits; 310,000 compounds, 0.39% hits; in the data active = a potency from the dose series; inconclusive = inhibition mostly from about 32% at the one dose, without a potency; inactive = the rest, 99 in 100 with inhibition below about 32%; note: strong numbers were not always called active
# AID2073 – inhibitors of Mint1-CaV2.2 protein interaction, biochemical, HTRF (AID 2073) | inhibition, % at 20 µM; hits with a dose series show IC50 in µM | 290,000 compounds, 0.19% hits | HTRF protein-protein interaction, Mint1-CaV2.2; higher % means a stronger effect; in the data active = inhibition mostly above about 51%, no sharp cut-off; inconclusive = no clear call, values can overlap the other calls; inactive = mostly below about 53%; note: some results filed as inactive read as strong as hits
# MgcRacGAP inhibition – MgcRacGAP GTPase-activating activity inhibitors, confirmation, biochemical, ADP Hunter fluorescence. MgcRacGAP-stimulated Rac1 GTP hydrolysis, ADP Hunter fluorescence; higher % means a stronger effect; GST-tagged Rac1 F28L mutant substrate. inhibition, % at 30 µM; hits with a dose series show IC50 in µM. 340,000 compounds, 0.6% hits. AID 624330;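 active = first-screen hits whose inhibition reached a set limit at any dose in the follow-up dose series; inconclusive = inhibition above the set first-screen limit but never retested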;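 note: fluorescence reports GDP produced by GAP-driven GTP hydrolysis; strong numbers were not always called active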
# LYP inhibition – inhibitors of LYP phosphatase, biochemical, fluorescence intensity, uHTS (AID 1779) | inhibition, % at 11.5 µM; hits with a dose series show IC50 in µM | recombinant LYP phosphatase, fluorescence intensity; higher % means a stronger effect | 290,000 compounds, 0.054% hits; in the data active = inhibition above about 50%;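 note: plate controls were vehicle with enzyme for no effect and no enzyme for full effect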
# NS5 inhibitors – Dengue-2 NS5 methyltransferase inhibitors, primary screen, biochemical, confirmation dose response (AID 588689); Dengue-2 NS5 methyltransferase capping enzyme assay, biochemical; higher % means a stronger effect; inhibition, % at 25 µM, or IC50 in µM where a hit was titrated; 340,000 compounds, 0.3% hits; in the data active = a potency from the dose series; inconclusive = inhibition above about 29% without an active follow-up result
# RSV antiviral HEp-2 – inhibition of RSV-induced cytopathic effect – HEp-2 cells, primary 10 µM value included (AID 2391) | CPE inhibition, % at 10 µM, or IC50 in µM where a hit was titrated | HEp-2 cells, RSV-induced CPE inhibition; higher % means a stronger effect | 310,000 compounds, 0.13% hits; in the data active = a potency from the dose series; inconclusive = CPE inhibition mostly from about 23% at the one dose, without a potency; inactive = the rest, 99 in 100 with CPE inhibition below about 21%; note: strong numbers were not always called active
# * marks the source's active call; other numbers are inactive results; ? = inconclusive; / = not tested or not shown.
SMILES,XIAP displacement,SIAH1 antagonists,HIV fusion peptide,SV40 large T antigen,AID2073,MgcRacGAP inhibition,LYP inhibition,NS5 inhibitors,RSV antiviral HEp-2
COc1ccc(Cl)cc1NC(=O)COC(=O)CCCC1=NS(=O)(=O)c2ccccc2N1,/,7%,1.2%,6%,11%,10%,-10%,-4%,3.5%
CCN(CC)CCC(C)OC(c1ccccc1)c1ccccc1 (stereo not drawn),0.2%,15%,2.1%,8%,-6%,0%,-5%,-17%,-2.2%
Cc1c(C(=O)Nc2ccc(F)cc2)oc2ccc(S(=O)(=O)N3CCC4(CC3)OCCO4)cc12,-2.4%,-4%,5.3%,4%,-20%,-3%,-3%,-6%,-2.2%
C=CCNC(=O)c1sc(SC)cc1-c1ccc(Cl)cc1,1.1%,-1%,-0.2%,3%,-2%,11%,-4%,-5%,3.3%
CCCNC(=O)C1CCN(S(=O)(=O)c2cccc3nonc23)CC1,-3.2%,21%,-0.3%,11%,-5%,6%,-8%,/,-0.6%
Cc1cc(N2CCN(C)CC2)nc2ccc(NC(=O)c3ccccc3F)cc12,-5.3%,-4%,2.0%,6%,-1%,12%,-2%,2%,-0.9%
CCc1c(C(=O)NCCc2ccc(OC)c(OC)c2)[nH]c(C)c1C(C)=O,-4.6%,1%,0.4%,21%,16%,6%,1%,-3%,2.6%
O=C(O)c1ccc(/C=C/c2nc3sc4c(c3c(=O)[nH]2)CCC4)cc1,-1.1%,-4%,34%,3%,40%,4%,-1%,-8%,-2.2%
CCCCC(=O)C1=C(N2CCCC2)CC(C)(C)CC1=O,/,/,/,6%,/,6%,/,-3%,0.4%
O=C(CN(Cc1ccco1)S(=O)(=O)c1cccs1)Nc1ccccc1C(F)(F)F,2.3%,2%,-3.1%,13%,-11%,6%,-7%,-1%,1.4%
COc1ccc(N2C(=O)/C(=C/c3ccc([N+](=O)[O-])cc3)C=C2c2ccccc2)cc1,3.7%,4%,3.5%,8%,12%,4%,0%,3%,-1.1%
COC(=O)CC/C(O)=C1\C(=O)CC(C)(C)CC1=NCc1nc2ccccc2[nH]1,-1.2%,2%,-1.4%,2%,2%,4%,-1%,-3%,-1.3%
Cc1nn(C)c(C)c1/C=C(/C(=O)C(C)C)n1cncn1,/,-6%,-1.2%,8%,-3%,1%,-6%,-11%,0.8%
Cc1ccc(C(C(=O)NC(C)(C)C)N(Cc2ccco2)C(=O)Cn2nnc(-c3cccs3)n2)cc1 (stereo not drawn),-4.6%,2%,2.2%,6%,6%,5%,6%,-7%,2.4%
COc1ccccc1NS(=O)(=O)c1cccc(C(=O)N2CCN(C/C=C/c3ccccc3)CC2)c1,/,-1%,-0.6%,24%,18%,4%,-6%,0%,8.1%
O=S(=O)(Nc1cccc(Cl)c1)c1ccc(-n2cccn2)cc1,/,4%,2.4%,/,-6%,3%,-3%,-3%,1.9%
O=C(NCCCN1CCOCC1)c1ccc(NS(=O)(=O)c2ccccc2)cc1,/,-3%,0.3%,0%,-3%,7%,-7%,32%,0.3%
O=C(N/N=C/c1cccnc1)c1ccc(F)cc1,/,2%,-0.2%,8%,-7%,9%,-9%,-5%,1.1%
CSc1ccccc1NC(=O)c1cc(S(=O)(=O)N(C)C)ccc1N1CCCC1,/,6%,1.5%,11%,-3%,8%,-7%,-2%,3.7%
COc1cccc(CNC(=O)N2CCN(S(=O)(=O)c3ccc(C)cc3)CC2)c1,/,-4%,1.2%,5%,3%,8%,-11%,-4%,0.4%
CC(C)Cc1ccc(S(=O)(=O)N2CCOCC2)cc1,-7.8%,2%,-0.9%,3%,-7%,-5%,-2%,-4%,2.6%
O=C1CN(C(=S)Nc2ccccc2Cl)CCN1,-1.7%,-2%,-0.5%,6%,-6%,0%,-4%,-2%,13%
COc1cccc(CC(NC(C)=O)C(=O)NC2CCN(S(=O)(=O)c3ccc(NC(C)=O)cc3)CC2)c1 (stereo not drawn),-1.1%,4%,-0.9%,13%,38%,0%,-6%,11%,-1.7%
O=C(Nc1nc2c(F)cccc2s1)c1ccc([N+](=O)[O-])o1,/,-1%,-1.6%,7%,8%,4%,-9%,-2%,2.0%
CCOC(=O)C1(Cc2ccccc2C)CCCN(Cc2ccc(NC(C)=O)cc2)C1 (stereo not drawn),-2.5%,15%,-0.7%,6%,3%,6%,-7%,-9%,2.1%
CCOc1ccccc1-c1nc2c(C(C)(C)C)nn(C)c2c(=O)[nH]1,-5.2%,15%,-0.7%,23%,-2%,/,-7%,/,-0.6%
COc1ccccc1-c1cc(C(=O)Nc2ccccc2SC)no1,-9.1%,-2%,2.5%,4%,8%,0%,-4%,-6%,0.8%
CCOc1ccc(N=C2NC(=O)/C(=C/C(=O)OC)S2)cc1,-6.6%,3%,1.1%,23%,-1%,7%,-2%,-8%,1.8%
COc1ccc(CNC(=O)C(=O)NCC2CCCO2)cc1 (stereo not drawn),-1.4%,3%,-3.2%,3%,4%,4%,-4%,-4%,1.0%
COc1cc(/C=N/n2c(C)nnc2C)cc(OC)c1OC,-3.5%,2%,-0.8%,5%,-5%,4%,-9%,-2%,1.1%
N#CCCN1CCN(S(=O)(=O)c2ccc(S(=O)(=O)NCC3CCCO3)cc2)CC1 (stereo not drawn),-2.1%,0%,-1.4%,0%,3%,5%,-3%,-1%,-0.2%
Cc1onc(-c2c(F)cccc2Cl)c1C(=O)Nc1nnc(C2CC2)s1,-3.1%,0%,-0.1%,-3%,11%,13%,-6%,4%,0.1%
Cc1nc2c(n1C1CCCCC1)C(=O)c1ccccc1C2=O,-2.9%,-3%,2.3%,4%,38%,3%,7%,4%,1.8%
COc1ccc(Cc2nc3ccccc3n2CC(=O)N/N=C/c2ccccc2)cc1OC,-8.7%,8%,-2.0%,-3%,2%,-6%,7%,0%,1.6%
CCOC(=O)c1nn2c(C(F)(F)F)cc(-c3ccc(OC)cc3)nc2c1Br,/,11%,0.8%,3%,39%,9%,-6%,-12%,2.1%
COc1cc(C(=O)NC2CC3CCCC(C2)N3C2CC2)cc(OC)c1OC (stereo not drawn),-0.4%,-3%,-1.2%,11%,-5%,6%,-5%,-7%,0.5%
CCc1cc(CNC(=O)CC2C(=O)NCCN2Cc2cccc(OC)c2)on1 (stereo not drawn),-3.2%,5%,-0.5%,5%,1%,-2%,-1%,6%,-0.5%
Cc1[nH]c(=O)c(C#N)c(C)c1CCC(=O)NCc1ccc(Cl)cc1,/,0%,-1.8%,-1%,8%,7%,-2%,-2%,0.0%
COc1ccc(NC(=O)C2=C(C)NC(=S)NC2c2ccc(O)c(OC)c2)cc1 (stereo not drawn),-1.4%,3%,-1.6%,14%,-2%,6%,-10%,/,1.0%
CCCCC1=NN(C(=O)c2cocc2C)C(O)(C(F)(F)F)C1 (stereo not drawn),-4.2%,12%,0.9%,3%,-10%,5%,-7%,-8%,-0.1%
C/C(=N\Nc1nc(-c2cc(C)ccc2C)cs1)c1cc2c(ccc3ccccc32)oc1=O,-1.8%,5%,19%,13%,25%,17%,-5%,-7%,3.0%
CC(=O)N1c2ccccc2N(Cc2ccc([N+](=O)[O-])cc2)C(=O)C1(C)C,-10%,-3%,0.4%,-15%,-13%,4%,0%,-5%,3.0%
CCN(CC)CCNC(=O)C(Oc1ccccc1)Oc1ccccc1,/,0%,-0.3%,4%,3%,5%,-4%,3%,-0.9%
Cc1nc(-c2ccc(Cl)cc2)sc1C(=O)CBr,-6.0%,6%,-1.0%,10%,-14%,3%,3%,2%,1.8%
Cc1cc2nnc(SCC(=O)N3CCOCC3)n2c2ccccc12,-12%,-2%,-1.4%,25%,0%,-5%,1%,-4%,1.4%

# Retrieved by structure from the entries so far (3):
SMILES,XIAP displacement,SIAH1 antagonists,HIV fusion peptide,SV40 large T antigen,AID2073,MgcRacGAP inhibition,LYP inhibition,NS5 inhibitors,RSV antiviral HEp-2
CCOC(=O)C1(Cc2ccccc2C)CCCN(Cc2ccc(NC(C)=O)cc2)C1 (stereo not drawn),-2.5%,15%,-0.7%,6%,3%,6%,-7%,-9%,2.1%
Cc1nc2c(n1C1CCCCC1)C(=O)c1ccccc1C2=O,-2.9%,-3%,2.3%,4%,38%,3%,7%,4%,1.8%
COc1ccccc1NS(=O)(=O)c1cccc(C(=O)N2CCN(C/C=C/c3ccccc3)CC2)c1,/,-1%,-0.6%,24%,18%,4%,-6%,0%,8.1%

# Next compounds follow:
SMILES,XIAP displacement,SIAH1 antagonists,HIV fusion peptide,SV40 large T antigen,AID2073,MgcRacGAP inhibition,LYP inhibition,NS5 inhibitors,RSV antiviral HEp-2
NS(=O)(=O)c1ccc(NC(=O)C2(c3ccccc3)CCCC2)cc1,-0.4%,4%,0.7%,29%,1%,2%,-4%,1%,1.6%
O=C(O)c1cccc(N2C(=O)C3C4C=CC(C4=C(c4ccccc4)c4ccccc4)C3C2=O)c1 (stereo not drawn),-11%,-2%,28%,5%,16%,/,8%,/,2.6%
C=CCn1c(SC(C)C#N)nc2sc(CC)cc2c1=O (stereo not drawn),-0.6%,-3%,-0.6%,10%,-17%,3%,-6%,5%,10%
C=CCNc1nc(Nc2ccc(Cl)cc2)nc(OC)n1,-5.4%,14%,2.3%,5%,16%,14%,1%,-13%,10.0%
COc1cccc(C2/C(=C(\O)c3ccc4c(c3)OCO4)C(=O)C(=O)N2CCN(C)C)c1OC (stereo not drawn),-12%,2%,-3.0%,4%,14%,8%,-2%,4%,1.0%
Cc1csc(NC(=O)c2cccnc2)n1,/,4%,1.2%,15%,7%,3%,-6%,-7%,1.8%
Cc1cc2c(cc1S(=O)(=O)Nc1cccc(F)c1)n(C)c(=O)c(=O)n2C,/,1%,-1.3%,/,1%,6%,-13%,-1%,-2.2%
O=C1c2nc3cc(-c4ccco4)[nH]n3c(=O)c2CN1Cc1ccccc1,/,12%,29%,?,20%,/,-15%,/,/
COc1ccc(Nc2nc(N)nc(CSC(=S)N3CCC(C)CC3)n2)cc1,-2.5%,-5%,-1.7%,11%,-1%,7%,-2%,-2%,4.2%
O=c1n(-c2ccccc2)c(=O)n2n1CC(O)C2,-1.0%,4%,-1.2%,1%,8%,1%,-2%,-7%,-1.4%
CCCN(Cc1ccccc1)C(=S)Nc1ccc(OCC)cc1,-1.7%,-4%,-0.8%,10%,-13%,9%,-8%,4%,0.7%
COc1ccc(C2CC(c3ccc([N+](=O)[O-])cc3)=NN2C(=O)c2ccccc2)cc1OC (stereo not drawn),-1.4%,3%,-1.6%,3%,8%,-25%,4%,-4%,3.4%
O=S1(=O)CC(O)C(NCCO)C1 (stereo not drawn),-4.2%,1%,-0.4%,6%,16%,10%,-8%,0%,2.5%
COc1ccc(Nc2cc(Nc3cc(OC)c(OC)c(OC)c3)ncn2)cc1,/,0%,-1.3%,4%,44%,12%,-7%,-2%,4.2%
NC(=O)c1cc[n+](Cc2ccc([N+](=O)[O-])cc2)cc1,/,3%,-1.2%,17%,6%,2%,-7%,-7%,0.5%
CCS(=O)(=O)N1CCN(c2ccc([N+](=O)[O-])c(NCc3ccccc3)c2)CC1,-27%,0%,-3.4%,-1%,1%,14%,3%,-8%,4.5%
Cn1c(=O)[nH]c(=O)c2c1nc(OC(=O)c1ccccc1)n2CC(O)COc1ccccc1 (stereo not drawn),1.2%,-3%,-1.4%,14%,-5%,9%,40%,9%,1.3%
